Compound activity (PubChem BioAssay)
ELG1 genotoxic: qHTS screen for small molecules that induce genotoxicity in human embryonic kidney (HEK293T) cells expressing luciferase-tagged ELG1; AID 504466, 2011; HEK293T ELG1-luciferase reporter, luminescence, 16 h; actives 1.3% (n = 330,000); Potency, µM (doses to about 46 µM), for inactives: top-dose activity change, positive = activation, most hits filed as activators; also: potency is read from the fitted curve at half-maximal effect; % of control where 0% means no effect; nearly all actives have a fitted effect of over 60% in size
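HEK293T cells expressing luciferase-tagged ELG1 were treated with compound or DMSO for 16 hr at 37°C. Luciferase activity was then read after 30 min with ONE-Glo at room temperature; rising signal flags genetic stress.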
Rab9 prom act: qHTS Assay for Rab9 Promoter Activators; Huh7 Rab9 promoter-luciferase reporter, luminescence, 24 h; actives 2.8% (n = 320,000); Potency, µM (titrated, usually from 9.22 µM), without a hit: at the highest dose activation, negative = inhibition, most hits filed as activators; AID 485297, 2010; also: potency is read from the fitted curve at half-maximal effect; % of control where 0% means no effect; nearly all actives have a fitted effect of over 60% in size
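Huh7 reporter line, Rab9 promoter upstream of luciferase. Compound exposure 24 h at 37 °C in reduced-serum medium with 10% FBS. Read-out: luminescence.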
Giardia kill: Small Molecules that selectively kill Giardia lamblia: qHTS. Giardia lamblia trophozoite viability. actives 0.15% (n = 340,000). activity change, % at 7.66 µM, hits read low; in the data active = activity change below about -80%; inconclusive = between about -30% and that limit;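 also: parasites exposed to compound for two days anaerobically before the ATP read; % is scaled to controls: 0 for no effect and ±100 for the full control effect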
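Each well holds 100 Giardia trophozoites and compound. After two days (48 hrs) at 37 deg C in anaerobic conditions, ATP is quantified by luminescence.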
NPC1 prom act: qHTS Assay for NPC1 Promoter Activators. Huh7 NPC1 promoter luciferase reporter, 24 h. Potency, µM (top dose mostly 9.22 µM), for the others: top-dose activation, most hits filed as activators. actives 2.4% (n = 320,000);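 also: potency is read from the fitted curve at half-maximal effect; % of control where 0% means no effect; nearly all actives have a fitted effect of over 60% in size; reporter is driven by a mutant NPC1 promoter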
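Readout is luciferase luminescence, reflecting NPC1 promoter activation in stably transfected Huh7 cells after 24 h compound exposure at 37 °C in reduced-serum medium with 10% FBS.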
p53 reactivator: qHTS assay for re-activators of p53 using a Luc reporter; H1299 p53-A138V BP100-luciferase reporter, luminescence, 24 h; Potency, µM (top dose mostly 92.2 µM), inactives show at the highest dose activity change, positive = activation, most hits filed as activators; actives 0.063% (n = 320,000); AID 504706, 2011; also: potency is read from the fitted curve at half-maximal effect; % of control where 0% means no effect; nearly all actives have a fitted effect of over 45% in size
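H1299 (p53-null), stable ts p53-A138V + BP100-Luc; 1000 cells/well, Opti-MEM/10% FBS; cpd 4 pt, 1:5; 24 h, 37 deg C, 5% CO2; detection reagent 10 min RT; luminescence.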
FLuc modulator: qHTS profiling assay for firefly luciferase inhibitor/activator using purifed enzyme and Km concentrations of substrates (counterscreen for miR-21 project) | Potency, µM (titrated, usually from 57.5 µM), inactives show top-dose activity change, negative = inhibition, hits mostly inhibitors | purified FLuc, Km substrates, luminescence inhibition | AID 588342, 2011 | actives 6.9% (n = 360,000);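 also: potency is read from the fitted curve at half-maximal effect; plate controls were vehicle for no effect and reference inhibitor for full effect; nearly all actives have a fitted effect of over 55% in size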
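Biochemical qHTS of compounds, final roughly 60 µM downward over six points, against 10 nM purified firefly luciferase using Km concentrations of substrates (10 uM D-luciferin, 10 uM ATP) in Tris acetate pH 7.5 buffer; luminescence output.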
BRCA1 expr up: qHTS Assay to Identify Small Molecule Activators of BRCA1 Expression. actives 1.1% (n = 380,000). MCF7-BRCA1-FFLuc reporter, luminescence, 48 h; response scale: scaled: vehicle 0%, 10 µM genistein 100%. Potency, µM (highest dose often 46.1 µM), inactives show at the top dose activation, actives largely listed as activators; also: potency is read from the fitted curve at half-maximal effect; nearly all actives have a fitted effect of over 80% in size; some results filed as inactive show a strong effect at the top dose
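MCF7-BRCA1-FFLuc, 2000 cells/well; 2 h attach, 37 °C/5% CO2; compound 48 h; luciferase substrate 15 min; luminescence end-point. Norm. to genistein 10 microM max activation and DMSO; concentration-response curves fitted.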
Gal4-VP16 FLuc: VP16 counterscreen qHTS for inhibitors of ROR gamma transcriptional activity. Drosophila S2 Gal4-VP16 UAS-luciferase, luminescence, 20 h. Potency, µM (series often up to 53.6 µM), for the others: top-dose activity, negative = inhibition, actives largely listed as inhibitors. actives 3.5% (n = 310,000);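 also: Gal4-VP16 expression switched on by copper sulfate through the metallothionein promoter; potency is read from the fitted curve at half-maximal effect; % is scaled to controls: 0 for no effect and ±100 for the full control effect; nearly all actives have a fitted effect of over 50% in size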
PKM2 act: qHTS Assay for Activators of Human Muscle isoform 2 Pyruvate Kinase | Potency, µM (top dose mostly 57.5 µM), without a hit: top-dose activation, hits mostly activators | actives 0.34% (n = 260,000) | purified PKM2, Kinase-Glo ATP luminescence, activation; response scale: 0% is enzyme alone, no compound; also: potency is read from the fitted curve at half-maximal effect; % is scaled to controls: 0 for no effect and ±100 for the full control effect; nearly all actives have a fitted effect of over 55% in size
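Purified hPK-M2 (>95%) run at intermediate activity with 0.1 mM ADP and 0.5 mM PEP in 50 mM imidazole pH 7.2, KCl, MgCl2; 1 h room temperature. ATP formed read by Kinase-Glo luminescence; normalized to uninhibited and no-enzyme controls.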
Menin MLL FP TR: qHTS Assay for Inhibitors Targeting the Menin-MLL Interaction in MLL Related Leukemias: Competition With Texas Red Labeled MLL-derived Mutant Peptide; O00255; Menin + Texas Red MLL mutant peptide, fluorescence polarization; Potency, µM (doses to about 61.6 µM), without a hit: at the top dose FP activity change, negative = inhibition, usual class: inhibitors; actives 0.23% (n = 270,000); AID 1768, 2009; active = well fitted inhibition curve with a large enough effect in the polarisation, with a control signal flat, not every such curve was filed as active; inconclusive = small, poorly fitted or top-dose-only effect, or effect the other way, or a change in a side signal; inactive = no such curve, though single readings can be large or run the other way; the % refers to the polarisation; also: potency is read from the fitted curve at half-maximal effect; % of control where 0% means no effect; many of its hits are not listed in these tables
Target sequence (O00255 whole entry, looked up): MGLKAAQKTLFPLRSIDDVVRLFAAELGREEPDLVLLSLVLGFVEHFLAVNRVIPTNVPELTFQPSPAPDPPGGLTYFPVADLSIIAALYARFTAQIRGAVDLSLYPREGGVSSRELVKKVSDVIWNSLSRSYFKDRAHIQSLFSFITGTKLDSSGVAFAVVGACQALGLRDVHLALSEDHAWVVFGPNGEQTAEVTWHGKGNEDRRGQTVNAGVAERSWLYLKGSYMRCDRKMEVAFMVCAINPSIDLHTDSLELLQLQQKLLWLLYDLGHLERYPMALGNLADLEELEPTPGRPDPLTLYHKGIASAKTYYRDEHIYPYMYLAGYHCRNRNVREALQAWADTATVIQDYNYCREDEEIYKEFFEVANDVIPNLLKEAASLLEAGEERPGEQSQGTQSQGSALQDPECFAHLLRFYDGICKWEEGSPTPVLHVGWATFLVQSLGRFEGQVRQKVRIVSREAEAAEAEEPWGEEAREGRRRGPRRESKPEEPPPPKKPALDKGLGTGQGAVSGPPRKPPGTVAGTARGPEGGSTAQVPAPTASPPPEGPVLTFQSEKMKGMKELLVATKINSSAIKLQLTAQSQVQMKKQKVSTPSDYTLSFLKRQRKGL
RORgamma inh: qHTS for inhibitors of ROR gamma transcriptional activity | AID 2551, 2010 | Drosophila S2 Gal4-RORgamma UAS-luciferase reporter, 20 h | Potency, µM (series often up to 53.6 µM), without a hit: at the highest dose activity change, negative = inhibition, hits mostly inhibitors | Nuclear receptor ROR-gamma (Mus musculus), P51450 | actives 5.4% (n = 310,000); also: potency is read from the fitted curve at half-maximal effect; % is scaled to controls: 0 for no effect and ±100 for the full control effect; nearly all actives have a fitted effect of over 60% in size
Target sequence (P51450 whole entry, looked up, the tested form may be a part): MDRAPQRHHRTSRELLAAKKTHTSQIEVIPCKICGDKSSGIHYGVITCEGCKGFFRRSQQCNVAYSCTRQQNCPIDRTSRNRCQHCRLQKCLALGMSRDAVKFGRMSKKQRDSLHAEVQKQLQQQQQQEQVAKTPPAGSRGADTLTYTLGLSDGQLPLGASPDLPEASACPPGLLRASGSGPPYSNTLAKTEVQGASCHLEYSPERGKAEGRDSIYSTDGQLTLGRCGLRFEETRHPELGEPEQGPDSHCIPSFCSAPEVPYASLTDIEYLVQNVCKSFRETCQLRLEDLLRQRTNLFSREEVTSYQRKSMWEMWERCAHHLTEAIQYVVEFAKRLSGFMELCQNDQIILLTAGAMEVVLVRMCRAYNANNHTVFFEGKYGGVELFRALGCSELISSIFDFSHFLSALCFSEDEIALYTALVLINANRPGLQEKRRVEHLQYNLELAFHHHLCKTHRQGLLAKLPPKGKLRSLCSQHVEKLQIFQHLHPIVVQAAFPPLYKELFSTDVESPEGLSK
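Using a luciferase readout, inhibitors were identified by reduced reporter activity in Drosophila cells coexpressing a copper-inducible Gal4–ROR gamma fusion and UAS-driven Photinus luciferase, incubated 20 hr after 700 uM copper sulfate.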
The depositor's hits bear a star; ? = inconclusive; nt = not tested or not shown; & = joins results of further samples; [ ] = dose if it differs, or a comment. Unless noted, calls follow the shape of the dose curve; as a rule, active = well fitted curve in the direction sought with a large enough effect; inconclusive = small, poorly fitted or top-dose-only effect, or another doubt; inactive = no such curve, though single readings can be large; an effect the other way counts as inactive or inconclusive. These rows are one share of the data. The share of hits here may be higher or lower than overall.

No. | Compound | ELG1 genotoxic | Rab9 prom act | Giardia kill | NPC1 prom act | p53 reactivator | FLuc modulator | BRCA1 expr up | Gal4-VP16 FLuc | PKM2 act | Menin MLL FP TR | RORgamma inh
1 | CCOCCCn1c(SCc2nc3sc(C(=O)O)c(C)c3c(=O)[nH]2)nnc1-c1ccc(Cl)cc1 | -7% | 0% | -2 | -4% | -7% | ? | -17% | -19% | 1% | ? | -36%
2 | CCOc1cc(NC(=S)NCc2ccco2)c(OCC)cc1NC(=O)c1ccco1 | -3% | -4% | 6 | 0% | -1% | 6% | -4% | ? | 4% | ? | 1.1µM*
3 | Cc1ccc(NC(=O)CN2C(=O)S/C(=C\c3cccn3C)C2=O)cc1 | 12% | 3% | -10 | -7% | 0% | 5% | 0% | 4% | -2% | nt | -13%
4 | COc1ccc(NS(=O)(=O)c2ccc(NS(=O)(=O)c3ccc(SC)cc3)cc2)c(OC)c1 | 0% | 1% | -11 | 1% | 0% | 0% | 3% | -10% | -4% | ? | 21%
5 | COc1ccc(C(C)=O)cc1COC(=O)CSC(C)C(=O)Nc1cc(C)on1 (configuration not stated) | -2% | 3% | 4 | -2% | 1% | 3% | -3% | nt | nt | nt | nt
6 | COc1ccc(Cl)cc1C(=O)N1CCN(Cc2ccc3c(c2)OCO3)CC1 | -8% | 2% | 6 | 0% | 7% | -2% | -30% | 2% | -3% | 2% | -4%
7 | O=C(O)c1ccc(Oc2ccc(S(=O)(=O)c3ccc(C(=O)O)c(C(=O)O)c3)cc2)cc1 | -5% | -1% | 4 | -1% | ? | 1% | 2% | -1% | 0%[11.5 µM] | -10% | 2%
8 | COc1cc2c(cc1OC)CN(CC(=O)Nc1ccccc1C(=O)NC1CC1)CC2 | 1% | 0% | -12 | 0% | -7% | 1% | 10% | nt | nt | nt | nt
9 | O=C(Nc1ccc(NC(=O)c2ccc3c(c2)OCCO3)cc1)c1ccccc1 | ? | -7% | 7 | -3% | 13% | 2% | -84% | -5% | -3% | ? | ?
10 | O=C(NC(=S)N1CCN(C/C=C/c2ccccc2)CC1)c1ccc(F)cc1 | -11% | -4% | -1 | -1% | -1% | -1% | -50% | 0.63µM* | -13% | nt | 0.28µM*
11 | COc1ccc(C2CC(c3ccccc3)=NN2c2ccc(S(N)(=O)=O)cc2)cc1 (configuration not stated) | -2% | 1% | 2 | -4% | 7% | 9.5µM* | -9% | -23% | -5% | 18% | 21%
12 | COc1ccc2c(c1)CCc1c(C(=O)NCC(C)C)noc1-2 | 13µM* | 1.4µM* | -28 | 1.1µM* | 19% | 3.4µM* | ? | -13%[10 µM] | -7% | -2% | -18%
13 | CNC(=S)NNC(=O)c1sc2cc(C(F)(F)F)cnc2c1-c1cccnc1 | -1% | -4% | 6 | -3% | 11% | ? | -11% | -2% | 0% | 3% | 18µM*
14 | CCCCC(=O)NS(=O)(=O)c1ccc(N=NN2CCCCC2)cc1 | 0% | 10% | 1 | 0% | 4% | -4% | 22% | 20% | -1% | 15% | 37%
15 | CN1C(=O)N(CN2CCCCC2)C2C1N(C)C(=O)N2CN1CCCCC1 (configuration not stated) | 3% | 3% | -2 | 2% | -3% | -1% | -25% | -6% | -5% | 13% | 7%
16 | CC1(c2ccccc2Cl)NC(=O)N(CC(=O)Nc2ccc3c(c2)OCO3)C1=O (configuration not stated) | -3% | 4% | 5 | -1% | -4% | 3% | 6% | -5% | -3% | 17% | 15%
17 | Cc1ccc(NC(=O)CN2C(=O)CC(C)S(=O)(=O)c3ccccc32)cc1 (configuration not stated) | 3% | 0% | 31[activator] | -1% | 3% | 0% | -7% | 3% | nt | 14% | 21%
18 | CCN(CC)C(=O)C1CCN(S(=O)(=O)c2cccc3nonc23)CC1 | -1% | -5% | 5 | 1% | -1% | -1% | -3% | -2% | -9% | nt | -1%
19 | CCN(CC)CCNC(=O)c1ccc(Cl)c(S(=O)(=O)Nc2ccc(Cl)cc2)c1 | 0% | 1% | ? | 2% | -2% | 0% | 0%&28% | 20µM* | -11% | -8% | ?
20 | O=C1CC(=O)C(n2cncn2)C(c2cccc(Cl)c2)C1 (configuration not stated) | 1% | 0% | -13 | 0% | 2% | 3% | 0% | -2% | 0% | -14% | -5%

The list goes on; the last two above are carried over.
No. | Compound | ELG1 genotoxic | Rab9 prom act | Giardia kill | NPC1 prom act | p53 reactivator | FLuc modulator | BRCA1 expr up | Gal4-VP16 FLuc | PKM2 act | Menin MLL FP TR | RORgamma inh
19 | CCN(CC)CCNC(=O)c1ccc(Cl)c(S(=O)(=O)Nc2ccc(Cl)cc2)c1 | 0% | 1% | ? | 2% | -2% | 0% | 0%&28% | 20µM* | -11% | -8% | ?
20 | O=C1CC(=O)C(n2cncn2)C(c2cccc(Cl)c2)C1 (configuration not stated) | 1% | 0% | -13 | 0% | 2% | 3% | 0% | -2% | 0% | -14% | -5%
21 | O=C(CN1CCN(c2ccc(F)cc2)CC1)Nc1ccc2c(c1)OCCO2 | 5% | -4% | 20 | 2% | 3% | -6% | 23% | -4% | nt | -15% | -3%
22 | Cc1ccc2nc(NC(=O)C3CCN(c4ncnc5sc(C)c(C)c45)CC3)sc2c1 | 13% | -17% | 23 | -8% | 28% | -5% | -43% | -6% | 1% | nt | 28%
23 | CCN1CCN(c2cc(C)c3cc(NC(=O)c4ccccc4F)ccc3n2)CC1 | 6% | 13% | nt | 8% | ? | -13%&-12% | nt | 10% | -14% | 9% | 13%
24 | CCc1cc(-c2n[nH]c(=S)n2-c2cccc(C)c2)cs1 | 2% | 1% | -4 | -2% | 8% | -20% | -26% | 0.56µM* | 5% | nt | 0.32µM*
25 | O=C(Nc1ccc(C(F)(F)F)cc1)c1csc(-c2ccncc2)n1 | -7% | 0% | 8 | 0% | 15% | ? | -64% | -5% | 6% | 26% | 38%
26 | CC(=O)c1c(C)[nH]c(C(=O)OCC(=O)c2c(N)n(C)c(=O)n(C)c2=O)c1C | 1% | -1% | nt | -3% | 2% | -3% | nt | 1% | nt | 4% | -2%
27 | COc1ccc(S(=O)(=O)NCCc2cn3nc(C)c(C)nc3n2)cc1C | 2% | 0% | 24 | -5% | 4% | -1% | -18% | -2% | nt | nt | 3%
28 | COc1ccc2nc(NC(=O)CCN3C(=O)c4ccccc4C3=O)sc2c1 | 1% | 0% | 2 | -3% | 2% | ? | -1% | -1% | -3% | -27% | ?
29 | Cc1cc(Nc2ccccc2)nn1C(=O)c1ccc([N+](=O)[O-])cc1 | 3% | -3% | -2 | -2% | 6% | 0% | 3% | -4% | -5% | ? | 37%
30 | CCOc1ccccc1NC1=NCC(=O)N1Cc1ccc(F)cc1 | -6% | -6% | 0 | -1% | -3% | 6% | -3% | -2% | 4% | -6% | -25%[10 µM]
31 | O=C(NN1C(=O)c2ccccc2NC1c1ccoc1)c1ccc([N+](=O)[O-])cc1 (configuration not stated) | 14% | 12% | -2 | 0% | -1% | 0% | 17% | -1% | 8% | 0% | ?
32 | CC(C)(C)C(=O)Nc1ccc(-c2nc3ccccc3c(=O)o2)cc1 | 6% | 21% | -24 | 15% | 1% | 0.11µM* | 31% | ? | 5% | 11% | ?
33 | CCOC(=O)c1c(NC(=S)NC(=O)c2ccc(Cn3cc(Cl)cn3)o2)sc2c1CCCCC2 | 11% | 8% | 2 | -10% | 10% | 1% | -43% | -11% | -1% | 2% | ?
34 | O=C(Nc1nnc(CCN2CCOCC2)s1)C1CCCCC1 | 0% | 2% | -1 | 0% | -4% | 1% | -11% | 5% | 1% | -30% | -22%
35 | COc1ccc(NC(=O)c2cc(-c3ccccn3)nc3c(C)cc(C)cc23)c(C)c1 | -6% | -1% | 2 | -1% | 0% | 0% | -57% | ? | -3% | 7% | ?
36 | CCC(=O)n1nc(NCc2ccccc2OC)nc1NCc1ccccc1OC | -6% | -5% | -21 | -1% | 7% | -1% | -28% | 16% | 8% | -2% | -20%
37 | CCc1ccc(NC(=S)N2CCC(NC(=O)C3CCCCC3)CC2)cc1 | -3% | 0% | 3 | -1% | 2% | 0% | 0% | -4% | nt | 3% | -18%
38 | COc1ccc(C(C#N)N2CCC(c3ccccc3)=N2)cc1OC (configuration not stated) | 11% | 1% | -5 | -2% | 1% | -8% | 26% | 1% | -4% | 14% | 30%
